CXXC DNA block: qHTS Fluorescence Polarization Assay for Inhibitors of MLL CXXC domain - DNA interaction; Histone-lysine N-methyltransferase 2A (Homo sapiens), Q03164; MLL-CXXC / FITC-HOXA9 DNA fluorescence polarization; Potency, µM (titrated, usually from 115 µM), without a hit: at the highest dose activity change, negative = inhibition, hits mostly inhibitors; actives 0.037% (n = 290,000); active = well fitted inhibition curve with a large enough effect in the polarisation, with a control signal flat, not every such curve was filed as active; inconclusive = small, poorly fitted or top-dose-only effect, or effect the other way, or a change in a side signal; inactive = no such curve, though single readings can be large or run the other way; the % refers to the polarisation; note: potency is the fitted concentration of half-maximal effect
Target sequence (Q03164 whole entry, looked up, the tested form may be a part): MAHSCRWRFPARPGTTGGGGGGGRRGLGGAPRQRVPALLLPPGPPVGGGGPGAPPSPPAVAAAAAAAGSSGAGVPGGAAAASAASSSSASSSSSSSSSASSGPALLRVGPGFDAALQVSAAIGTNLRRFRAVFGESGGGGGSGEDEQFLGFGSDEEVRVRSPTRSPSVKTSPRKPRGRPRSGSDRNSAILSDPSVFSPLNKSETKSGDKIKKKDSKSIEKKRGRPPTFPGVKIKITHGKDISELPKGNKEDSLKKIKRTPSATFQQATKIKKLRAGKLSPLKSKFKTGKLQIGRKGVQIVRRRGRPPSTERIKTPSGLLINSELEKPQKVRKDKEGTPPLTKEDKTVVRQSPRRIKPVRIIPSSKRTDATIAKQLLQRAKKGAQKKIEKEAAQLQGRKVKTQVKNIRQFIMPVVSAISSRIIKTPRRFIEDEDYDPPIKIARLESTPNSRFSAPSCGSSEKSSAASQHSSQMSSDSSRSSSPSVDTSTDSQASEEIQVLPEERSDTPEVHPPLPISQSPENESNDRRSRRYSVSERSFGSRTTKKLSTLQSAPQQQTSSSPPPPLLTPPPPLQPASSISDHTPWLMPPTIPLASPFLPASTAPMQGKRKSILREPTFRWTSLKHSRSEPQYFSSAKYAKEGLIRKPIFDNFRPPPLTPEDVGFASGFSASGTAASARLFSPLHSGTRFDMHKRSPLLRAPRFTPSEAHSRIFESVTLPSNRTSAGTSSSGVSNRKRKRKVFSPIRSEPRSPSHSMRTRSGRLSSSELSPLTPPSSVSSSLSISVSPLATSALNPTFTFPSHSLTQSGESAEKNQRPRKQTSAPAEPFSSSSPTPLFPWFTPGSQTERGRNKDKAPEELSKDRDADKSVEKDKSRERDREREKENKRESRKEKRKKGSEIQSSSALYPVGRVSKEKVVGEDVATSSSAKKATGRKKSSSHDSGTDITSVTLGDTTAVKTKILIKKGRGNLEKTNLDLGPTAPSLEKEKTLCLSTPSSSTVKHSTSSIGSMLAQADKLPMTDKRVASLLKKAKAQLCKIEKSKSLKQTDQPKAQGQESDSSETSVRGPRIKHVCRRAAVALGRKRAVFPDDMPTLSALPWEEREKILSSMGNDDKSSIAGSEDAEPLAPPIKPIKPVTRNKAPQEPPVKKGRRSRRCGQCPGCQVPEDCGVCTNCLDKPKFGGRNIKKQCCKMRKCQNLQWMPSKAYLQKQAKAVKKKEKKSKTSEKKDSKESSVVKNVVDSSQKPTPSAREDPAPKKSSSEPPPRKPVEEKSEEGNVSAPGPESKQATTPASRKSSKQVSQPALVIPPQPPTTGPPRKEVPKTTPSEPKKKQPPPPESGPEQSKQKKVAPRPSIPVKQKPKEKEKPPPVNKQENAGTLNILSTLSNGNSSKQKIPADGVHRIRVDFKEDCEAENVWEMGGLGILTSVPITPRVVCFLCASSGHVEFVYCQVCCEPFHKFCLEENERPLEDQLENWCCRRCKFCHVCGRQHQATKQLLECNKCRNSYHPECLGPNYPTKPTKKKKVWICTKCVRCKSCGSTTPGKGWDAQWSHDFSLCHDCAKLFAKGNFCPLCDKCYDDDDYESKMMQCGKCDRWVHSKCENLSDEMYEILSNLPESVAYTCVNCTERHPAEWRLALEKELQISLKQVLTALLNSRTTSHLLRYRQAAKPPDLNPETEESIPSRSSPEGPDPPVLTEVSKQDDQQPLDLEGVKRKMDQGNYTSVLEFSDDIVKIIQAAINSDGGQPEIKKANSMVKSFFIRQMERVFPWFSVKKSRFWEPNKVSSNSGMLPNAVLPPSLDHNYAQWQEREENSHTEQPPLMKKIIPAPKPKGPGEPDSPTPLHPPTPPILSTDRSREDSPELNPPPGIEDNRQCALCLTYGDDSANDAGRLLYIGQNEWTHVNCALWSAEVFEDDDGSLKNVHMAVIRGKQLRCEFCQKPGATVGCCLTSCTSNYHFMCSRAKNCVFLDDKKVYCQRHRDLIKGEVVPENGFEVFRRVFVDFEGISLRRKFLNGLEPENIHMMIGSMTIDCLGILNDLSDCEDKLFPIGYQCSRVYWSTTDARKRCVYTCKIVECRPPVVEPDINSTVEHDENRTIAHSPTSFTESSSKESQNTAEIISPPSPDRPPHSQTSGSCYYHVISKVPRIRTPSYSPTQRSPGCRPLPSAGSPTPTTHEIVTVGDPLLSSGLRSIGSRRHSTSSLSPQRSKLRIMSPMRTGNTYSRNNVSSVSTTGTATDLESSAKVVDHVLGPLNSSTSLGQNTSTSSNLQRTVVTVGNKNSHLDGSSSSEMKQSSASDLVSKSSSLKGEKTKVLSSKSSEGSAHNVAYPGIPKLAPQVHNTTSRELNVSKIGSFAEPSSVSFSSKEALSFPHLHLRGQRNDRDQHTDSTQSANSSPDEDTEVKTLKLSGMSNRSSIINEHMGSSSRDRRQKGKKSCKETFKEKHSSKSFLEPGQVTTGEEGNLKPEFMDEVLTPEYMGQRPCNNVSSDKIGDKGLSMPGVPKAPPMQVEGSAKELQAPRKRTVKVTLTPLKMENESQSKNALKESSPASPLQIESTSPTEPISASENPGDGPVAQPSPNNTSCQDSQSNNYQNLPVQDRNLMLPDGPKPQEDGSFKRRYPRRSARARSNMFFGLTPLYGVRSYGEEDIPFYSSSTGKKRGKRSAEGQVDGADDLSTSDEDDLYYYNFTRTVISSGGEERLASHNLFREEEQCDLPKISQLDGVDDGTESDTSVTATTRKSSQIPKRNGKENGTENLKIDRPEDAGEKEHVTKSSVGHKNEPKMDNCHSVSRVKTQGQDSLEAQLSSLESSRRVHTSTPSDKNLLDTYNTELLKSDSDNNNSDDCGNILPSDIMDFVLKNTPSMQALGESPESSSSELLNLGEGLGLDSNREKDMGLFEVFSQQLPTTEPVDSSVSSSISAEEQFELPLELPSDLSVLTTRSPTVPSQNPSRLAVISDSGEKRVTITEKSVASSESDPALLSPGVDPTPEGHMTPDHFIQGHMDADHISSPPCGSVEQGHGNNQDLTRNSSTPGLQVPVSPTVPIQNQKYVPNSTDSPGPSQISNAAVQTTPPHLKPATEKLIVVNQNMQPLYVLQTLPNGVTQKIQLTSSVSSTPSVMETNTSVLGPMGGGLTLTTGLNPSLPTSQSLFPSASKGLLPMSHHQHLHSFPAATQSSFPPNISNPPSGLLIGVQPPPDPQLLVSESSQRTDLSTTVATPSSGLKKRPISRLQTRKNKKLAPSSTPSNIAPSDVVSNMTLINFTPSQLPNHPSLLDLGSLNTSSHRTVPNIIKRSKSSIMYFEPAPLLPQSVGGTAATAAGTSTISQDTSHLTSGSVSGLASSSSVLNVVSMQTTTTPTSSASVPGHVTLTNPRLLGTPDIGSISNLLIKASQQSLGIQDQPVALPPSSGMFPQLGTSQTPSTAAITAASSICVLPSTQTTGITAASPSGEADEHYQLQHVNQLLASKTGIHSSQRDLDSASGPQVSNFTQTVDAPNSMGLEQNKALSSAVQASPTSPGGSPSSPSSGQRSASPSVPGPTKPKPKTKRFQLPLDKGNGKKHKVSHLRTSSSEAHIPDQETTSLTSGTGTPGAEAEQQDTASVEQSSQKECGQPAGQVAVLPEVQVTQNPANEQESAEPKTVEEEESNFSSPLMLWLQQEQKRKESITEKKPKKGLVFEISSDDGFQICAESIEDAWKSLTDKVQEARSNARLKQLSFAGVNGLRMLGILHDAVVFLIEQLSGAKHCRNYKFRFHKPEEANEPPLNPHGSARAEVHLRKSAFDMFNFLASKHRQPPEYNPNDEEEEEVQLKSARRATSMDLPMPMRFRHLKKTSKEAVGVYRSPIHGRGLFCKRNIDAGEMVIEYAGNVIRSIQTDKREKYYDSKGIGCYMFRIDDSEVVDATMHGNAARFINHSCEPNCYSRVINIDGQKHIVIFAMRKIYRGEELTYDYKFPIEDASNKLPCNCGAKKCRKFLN
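Fluorescence polarization: 7 uM MLL-CXXC (stock) preincubated 5 min with compounds, then 50 nM fluorescein-HOX-A9 DNA (stock) added; 30 min ambient. Buffer 50 mM Tris-HCl pH 7.5, 50 mM NaCl, 1 mM DTT, 0.05% BSA.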
Coupling enz: qHTS Assay for Inhibitors of Fructose-1,6-bisphosphate Aldolase from Giardia Lamblia: Coupling assay counterscreen; coupling enzyme system counterscreen, AmpLite Red fluorescence; actives 0.67% (n = 290,000); activity change, negative = inhibition, % at 58.2 µM, hits read low; in the data active = activity change below about -30%; note: % is set by controls: 0 for no effect and ±100 for the full control effect
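Fluorescence at 525 nm excitation and 598 nm emission measured inhibition of the coupled detection system without aldolase. Compounds (at 57.5 uM final) were preincubated 10 min at room temperature with coupling enzyme reagent before a 20 min substrate/AmpLite Red step.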
hERG WT inh: qHTS for Inhibitors of KCHN2 3.1: Wildtype qHTS; Voltage-gated inwardly rectifying potassium channel KCNH2 (Homo sapiens), Q12809; U2OS, BacMam KCNH2, thallium flux FluxOr; active compounds read low; activity change, % at 1.84 µM; actives 0.37% (n = 340,000); AID 720551, 2013;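 active = maximum activity change below -70%; inconclusive = maximum activity change between -70% and -50%; inactive = maximum activity change above -50%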; note: % is set by controls: 0 for no effect and ±100 for the full control effect
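U2OS cells transduced with wild-type KCNH2 virus are loaded with FluxOr dye for 45 min, and thallium flux is measured in kinetic reads before and after stimulation buffer. Rate constants are normalized to DMSO controls.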
Menin MLL FP TR: qHTS Assay for Inhibitors Targeting the Menin-MLL Interaction in MLL Related Leukemias: Competition With Texas Red Labeled MLL-derived Mutant Peptide | actives 0.23% (n = 270,000) | AID 1768, 2009 | Menin + Texas Red MLL mutant peptide, fluorescence polarization | Potency, µM (doses to about 61.6 µM), for inactives: at the top dose FP activity change, negative = inhibition, actives largely listed as inhibitors | O00255; active = well fitted inhibition curve with a large enough effect in the polarisation, with a control signal flat, not every such curve was filed as active; inconclusive = small, poorly fitted or top-dose-only effect, or effect the other way, or a change in a side signal; inactive = no such curve, though single readings can be large or run the other way; the % refers to the polarisation; note: potency is the fitted concentration of half-maximal effect; % of control where 0% means no effect; many of its hits are not listed in these tables
PKM2 activator: qHTS Assay for Activators of Human Muscle isoform 2 Pyruvate Kinase. AID 1631, 2009. purified PKM2, Kinase-Glo ATP luminescence, activation; response scale: 0% is enzyme alone, no compound. Potency, µM (top dose mostly 57.5 µM), without a hit: at the top dose activation, actives largely listed as activators. Pyruvate kinase PKM (Homo sapiens), P14618. actives 0.34% (n = 260,000); note: potency is the fitted concentration of half-maximal effect; % is set by controls: 0 for no effect and ±100 for the full control effect; nearly all actives have a fitted effect of over 55% in size
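Purified hPK-M2 (>95%) run at intermediate activity with 0.1 mM ADP and 0.5 mM PEP in 50 mM imidazole pH 7.2, KCl, MgCl2; 1 h room temperature. ATP formed read by Kinase-Glo luminescence; normalized to uninhibited and no-enzyme controls.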
TRPV1 agonist: HTS Assay for Compounds that Act as Agonists of the Vanilloid Receptor 1; activation, % at 8.33 µM; TRPV1-expressing cells, Fluo-8 calcium influx, agonist mode; Transient receptor potential cation channel subfamily V member 1 (Homo sapiens), Q8NER1; actives 0.19% (n = 320,000); in the data active = activation above about 80%; inconclusive = between about 30% and that limit; note: 0% is about no effect
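Fluo-8 calcium influx in TRPV1-expressing cells, kinetic read (ex 480/em 520 nm). Compound added and read 3 min for agonist activity, followed by capsaicin at EC20 final and 2 min further read for enhancement.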
KCNH2 3.1 inh: qHTS for Inhibitors of KCHN2 3.1: Mutant qHTS. Potassium voltage-gated channel subfamily H member 2, brain isoform KCNH2 3.1 (human). AID 720553, 2013. U2OS KCNH2 3.1, thallium flux FluxOr; active compounds read low. activity change, % (tested at about 1.8 µM). actives 0.95% (n = 340,000);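 active = maximum activity change below -70%; inconclusive = maximum activity change from -70% to -50%; inactive = maximum activity change above -50%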;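 note: thallium influx rate constant from kinetic fluorescence after stimulation buffer; % is set by controls: 0 for no effect and ±100 for the full control effect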
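Virally transduced U2OS (3.1 isoform, 4 h infection in dark at RT) → overnight 37 C → FluxOr + Red40 in HBSS/HEPES, 45 min → stimulation buffer, 2 min kinetic read → rate constant vs DMSO controls.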
GALK inh: qHTS Assay for Inhibitors of Human Galactokinase (GALK). P51570. Purified GALK, Kinase-Glo residual ATP luminescence. Potency, µM (series often up to 57.5 µM), without a hit: at the highest dose activity change, negative = inhibition, actives largely listed as inhibitors. actives 0.007% (n = 270,000). AID 1868, 2009; note: potency is the fitted concentration of half-maximal effect; % is set by controls: 0 for no effect and ±100 for the full control effect
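Galactose (100 uM) and ATP (35 uM) were turned over by 5 nM GALK for 1 h at RT. Kinase-Glo Plus then converted the remaining ATP into a luminescent signal.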
USP2a inh: qHTS Assay for Inhibitors of Ubiquitin-specific Protease USP2a Using CHOP2 as the Reporter | Ubiquitin carboxyl-terminal hydrolase 2 (Homo sapiens), O75604 | USP2 core, Ub-CHOP2 coupled fluorogenic reporter, 485/531 | Potency, µM (top dose mostly 38.3 µM), for inactives: at the top dose activity change, negative = inhibition, actives largely listed as inhibitors | actives 0.01% (n = 330,000) | AID 463254, 2010;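 note: potency is the fitted concentration of half-maximal effect; plate controls were DMSO wells for no effect and full inhibition by NEM control for full effect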
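Deubiquitinase activity read as fluorescence (485/531 nm) after Ub-CHOP2 cleavage activates the enterokinase reporter on its substrate; USP2 core 10nM, Ub-CHOP2 and substrate 25nM each, 30min compound preincubation then 60min RT; data normalized to NEM, curves fitted.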
Giardia kill: Small Molecules that selectively kill Giardia lamblia: qHTS | activity change, % at 7.66 µM, hits read low | AID 540267, 2011 | actives 0.15% (n = 340,000) | Giardia lamblia trophozoite viability; in the data active = activity change below about -80%; inconclusive = between about -30% and that limit;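 note: parasites exposed to compound for two days anaerobically before the ATP read; % is set by controls: 0 for no effect and ±100 for the full control effect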
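Trophozoite viability was measured as ATP-dependent luminescence, read 15-30 min after reagent addition. Before that, parasites at 100 cells/well were exposed to compounds for 48 h, anaerobically, at 37 deg C.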
B2AR arrestin: qHTS assay of beta-arrestin-biased ligands of beta2-adrenergic receptor | beta-arrestin recruitment to beta2AR, cell-based reporter | Potency, µM (titrated, usually from 46.1 µM), for inactives: at the highest dose activation, usual class: activators | actives 0.02% (n = 330,000);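 note: potency is the fitted concentration of half-maximal effect; 0% = DMSO controls and full agonism = EC100 isoproterenol or metaproterenol; nearly all actives have a fitted effect of over 65% in size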
The depositor's hits bear a star; u = inconclusive; x = no result given; [ ] = dose if it differs, or a comment. Unless noted, calls come from the whole dose curve; as a rule, active = well fitted curve in the direction sought with a large enough effect; inconclusive = small, poorly fitted or top-dose-only effect, or another doubt; inactive = no such curve, though single readings can be large; an effect the other way counts as inactive or inconclusive. These rows are one share of the data. The share of hits here may be higher or lower than overall.

SMILES	CXXC DNA block	Coupling enz	hERG WT inh	Menin MLL FP TR	PKM2 activator	TRPV1 agonist	KCNH2 3.1 inh	GALK inh	USP2a inh	Giardia kill	B2AR arrestin
CCOc1cc(/C=C/C(=O)O)ccc1OCCO	18%	3	x	5%	-1%	-3	-7	-3%	0%	-2	0.0%
Cc1n[nH]c(=O)nc1NCc1ccccc1Cl	7%	1	-5	-5%	1%	-1	2	-5%	2%	-5	0.2%
CCC(=O)NCCc1cc2cc(C)c(C)cc2[nH]c1=O	5%	0	-26	-15%	3%	-4	-4	-1%	1%	-15	0.2%
COc1cc(CNCCO)cc(Br)c1OCc1ccccc1	-8%	-1	-8	-23%	-4%	10	-5	-1%	1%	9	0.5%
CC(=O)C1=C(O)C(=O)N(Cc2ccccc2)C1c1ccc(Br)cc1 (stereo unspecified)	-1%	16	22	u	x	-1	1	-1%	2%	2	-1.0%
CC(C)(C)NC(=O)C(=O)NNC(=O)C12CC3CC(CC(C3)C1)C2	-10%	3	-10	-9%	-4%	-5	-4	4%	1%	0	0.0%
CCN(CC)Cc1cc(C(=O)O)c(-c2ccccc2)o1	-8%	0	5	x	2%	0	-5	-1%	-2%	-6	-0.1%
Cc1cc(N=Cc2c(O)n(-c3ccc(C)c(C)c3)c(=O)c3ccccc23)no1	31%[activator]	3	x	15%	-3%	18	x	-2%	-1%	x	-2.1%
Cc1c(N2CCCC2)cc2c(c1N)C(C)(C)CC2(C)C	9%	-3	-4	-1%	x	22	-13	-1%	0%	12	0.3%
O=C(Nc1ccccc1C(=O)NCc1ccco1)NC1CCCCC1	-1%	1	0	-3%	12%	9	-3	-6%	2%	-6	-0.4%
COC(=O)c1ccc(C(=O)N(CCN(C)C)c2nc3c(Cl)cccc3s2)cc1	3%	4	8	-23%	-8%	0	7	-1%	0%	3	0.3%
CCc1ccc(OCCCC(=O)O)c(Br)c1	8%	13	-7	-16%	-4%	-4	-8	-1%	1%	-14	0.2%

Given with values under each structure: entries from further up.
Screens in order: CXXC DNA block, Coupling enz, hERG WT inh, Menin MLL FP TR, PKM2 activator, TRPV1 agonist, KCNH2 3.1 inh, GALK inh, USP2a inh, Giardia kill, B2AR arrestin
> CCOc1cc(/C=C/C(=O)O)ccc1OCCO
 : 18%, 3, x, 5%, -1%, -3, -7, -3%, 0%, -2, 0.0%
> COC(=O)c1ccc(C(=O)N(CCN(C)C)c2nc3c(Cl)cccc3s2)cc1
 : 3%, 4, 8, -23%, -8%, 0, 7, -1%, 0%, 3, 0.3%

(list continues)
SMILES	CXXC DNA block	Coupling enz	hERG WT inh	Menin MLL FP TR	PKM2 activator	TRPV1 agonist	KCNH2 3.1 inh	GALK inh	USP2a inh	Giardia kill	B2AR arrestin
CCSc1nnc(NC(=O)CN(C)S(=O)(=O)c2ccc(F)cc2)s1	3%	-2	7	1%	0%	5	-5	0%	1%	-17	-0.5%
CC(C)(C)C(=O)CC(=O)Nc1ccc(Cl)c(N)c1	-2%	-1	3	10%	-11%	2	-16	3%	-2%	8	0.1%
Cc1ccc(S(=O)(=O)Oc2ccc(/C=N/NC(=O)c3nn(C)cc3[N+](=O)[O-])cc2)cc1	13%	1	4	21%	1%	-4	-2	x	-1%	-2	-0.9%
CCOC(=O)C(NC(=O)c1cccnc1)(Nc1cccc(C)n1)C(F)(F)F (stereo unspecified)	2%	-1	14	4%	5%	-2	-4	-2%	-1%	-1	-0.2%
COc1ccccc1N/N=C/c1c(CO)cnc(C)c1O	-2%	1	-2	12%	0%	-1	10	1%	-3%	6	0.0%
CC(Cc1ccccc1)NC(=O)/C=C/c1ccc([N+](=O)[O-])cc1 (stereo unspecified)	5%	0	13	2%	0%	u	-13	2%	1%	4	-1.3%
Cc1cnc(C(=O)Nc2ccc(C)c(S(=O)(=O)N3CCCCCC3)c2)cn1	x	x	19	x	x	u	12	x	2%	18	-0.3%
CCc1cccc(NC(=O)CCSCCC(=O)Nc2cccc(CC)c2)c1	-6%	3	5	11%	4%	6	-10	-6%	0%	19	-0.2%
Cc1ccc(CN(C(=O)c2csnn2)C(C(=O)NC2CCCC2)c2ccccn2)cc1 (stereo unspecified)	1%	-4	-5	-12%	-10%	-4	-16	2%	0%	-13	-0.3%
NNC(=O)CN1C(=O)Nc2ccc(Cl)cc2C1c1ccccc1 (stereo unspecified)	31%[activator]	-2	-9	u	x	-5	60	-1%	1%	8	0.1%
COc1ccc(C(=O)Nc2ccc(C(=O)Nc3nccs3)cc2)cc1[N+](=O)[O-]	7%	-2	-93*	1%	4%	4	u	3%	-1%	-12	0.5%
COc1ccc(CNC(=O)C2CC(=O)N(c3ccc(OCC(=O)N4CCCCC4)cc3)C2)cc1 (stereo unspecified)	2%	2	-6	-26%	9%	-1	-13	0%	1%	-7	0.4%

Structural class, the compounds so far with a tert-butyl group (two)
SMILES	CXXC DNA block	Coupling enz	hERG WT inh	Menin MLL FP TR	PKM2 activator	TRPV1 agonist	KCNH2 3.1 inh	GALK inh	USP2a inh	Giardia kill	B2AR arrestin
CC(C)(C)NC(=O)C(=O)NNC(=O)C12CC3CC(CC(C3)C1)C2	-10%	3	-10	-9%	-4%	-5	-4	4%	1%	0	0.0%
CC(C)(C)C(=O)CC(=O)Nc1ccc(Cl)c(N)c1	-2%	-1	3	10%	-11%	2	-16	3%	-2%	8	0.1%

The results go on.
SMILES	CXXC DNA block	Coupling enz	hERG WT inh	Menin MLL FP TR	PKM2 activator	TRPV1 agonist	KCNH2 3.1 inh	GALK inh	USP2a inh	Giardia kill	B2AR arrestin
COc1ccc(Cl)cc1NC(=O)CN(C)C(=O)CCCNC(=O)c1ccc(Cl)cc1	x	x	14	x	x	2	-3	x	-1%	u	0.0%
COc1cccc(CN(C)C(=O)c2cccnc2SC)c1OC	3%	0	-1	-8%	-1%	3	-3	12%	2%	-4	0.5%
O=C(NNC(=O)C1CC1c1ccccc1)c1ccccc1[N+](=O)[O-] (stereo unspecified)	u	-1	9	23%	4%	1	12	0%	1%	1	-2.2%
COc1ccccc1Nc1nc(N)nc(CSC(=S)N2CCN(c3ccccc3)CC2)n1	18%	-3	-9	-4%	-2%	-1	-5	0%	-1%	12	0.1%
O=C(NCC1(c2ccccc2)CCCC1)C(=O)NCC1(c2ccccc2)CCCC1	12%	1	-1	-6%	-2%	-1	-2	3%	-1%	-12	-1.0%
Cc1ccsc1/C=C(\C#N)C(=O)NC1CCS(=O)(=O)C1 (stereo unspecified)	-9%	1	-2	8%	-8%	0	4	-2%	8%	-20	-0.1%
Cc1ccc(NC(=S)NNc2ccc([N+](=O)[O-])cc2S(=O)(=O)Nc2ccccc2C(=O)O)cc1C	-7%	0	-5	u	-24%	4	-1	-4%	-2%	u	-0.8%
Cc1ccccc1OCC(=O)N1CCCc2ccccc21	2%	-1	6	-12%	8%	19	-1	-1%	-1%	-29	4.2%
COc1ccc(NC(=O)CCCC2CCCCC2)c(OC)c1	-2%	x	0	x	-13%	-2	9	-2%	-3%	-18	0.1%
CC(OCCN1CCCC1)(c1ccc(F)cc1)c1ccc(F)cc1	7%	-1	17	-6%	-2%	1	-39	2%	3%	-3	-0.4%
COc1ccc(NC(=O)c2ccccc2NC(=O)c2ccccc2C(=O)O)c(OC)c1	-1%	8	-4	-4%	x	0	1	6%	3%	-8	-1.1%
COc1ccc(OCCN2C(=O)c3ccccc3C2=O)c([N+](=O)[O-])c1	3%	x	8	x	0%	8	-12	6%	-2%	15	-0.8%
COc1ccccc1C(=O)N1CCN(c2cccc(C(F)(F)F)c2)CC1	-10%	1	10	-5%	18%	3	-10	1%	1%	7	-0.5%
Cc1cc(C)n(/N=C/c2ccc(O)cc2)c(=O)c1C#N	0%	2	1	12%	0%	4	-27	13%	0%	-14	-0.7%

Screens from PubChem.
